Source: PubChem
IL2 activator: activates IL-2 in a cell-based reporter assay; IL-2 activation reporter assay, cell-based qHTS; stimulated with anti-CD3/CD4/CD28 beads; in transgenic mouse T cells; AID 652025; activation, % (series mostly up to about 46 µM); 360,000 tested, 0.065% active; in the data active means activation above about 50%; inconclusive means mostly about 30% to 49%; further: 0% is about no effect
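Using fluorescent plate cytometry, EGFP and DsRed are detected in transgenic mouse T cells stimulated 18 h at 37 degrees C with antibody-coated beads after 60 min compound pretreatment.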
EPAC2 ag: agonists of human EPAC2 (RAPGEF4); 360,000 tested, 0.079% active; Potency, µM (highest dose often 154 µM), for inactives: at the top dose activation, hits mostly activators; EPAC2 activation, biochemical qHTS; response scale: 100% = 6.5 mM cAMP response; Q8WZA2; further: potency means the concentration at half of the fitted maximal effect; nearly all actives have a fitted effect of over 50% in size
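Compounds were titrated in qHTS against a Rap1B-BODIPY-GDP (250 nM) complex with EPAC2 (100 nM) and GDP (50 uM). BODIPY-GDP release tracked at 480/540 nm over 30 min at room temperature, normalized to 6.5 mM cAMP.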
CCT modulator: modulators of cytosolic chaperonin (CCT/TRiC) activity. 360,000 tested, 0.3% active. activity change, % (no concentration beside the values), hits read low. purified chaperonin ATPase assay, HTRF ADP detection, 30 min; in the data active means activity change below about -30%; further: on the % scale 0 is the no-effect control and ±100 the full control effect
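First, chaperonin was dispensed at 40 nM or 20 nM final depending on batch activity. Next, compounds were pinned at 76 uM and ATP added at 10 uM. After 30 min at 37 °C, ADP detection reagents ran 30 min at ambient temperature.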
WRN inhibitor: inhibitors of human WRN helicase; Q14191; WRN helicase unwinding, fluorescent forked duplex, kinetic; Potency, µM (highest dose often 114 µM), for the others: at the top dose activity change, negative = inhibition, actives largely listed as inhibitors; 360,000 tested, 0.46% active; AID 651768; further: potency means the concentration at half of the fitted maximal effect; on the % scale 0 is the no-effect control and ±100 the full control effect; nearly all actives have a fitted effect of over 55% in size
Target sequence (Q14191 whole entry, looked up): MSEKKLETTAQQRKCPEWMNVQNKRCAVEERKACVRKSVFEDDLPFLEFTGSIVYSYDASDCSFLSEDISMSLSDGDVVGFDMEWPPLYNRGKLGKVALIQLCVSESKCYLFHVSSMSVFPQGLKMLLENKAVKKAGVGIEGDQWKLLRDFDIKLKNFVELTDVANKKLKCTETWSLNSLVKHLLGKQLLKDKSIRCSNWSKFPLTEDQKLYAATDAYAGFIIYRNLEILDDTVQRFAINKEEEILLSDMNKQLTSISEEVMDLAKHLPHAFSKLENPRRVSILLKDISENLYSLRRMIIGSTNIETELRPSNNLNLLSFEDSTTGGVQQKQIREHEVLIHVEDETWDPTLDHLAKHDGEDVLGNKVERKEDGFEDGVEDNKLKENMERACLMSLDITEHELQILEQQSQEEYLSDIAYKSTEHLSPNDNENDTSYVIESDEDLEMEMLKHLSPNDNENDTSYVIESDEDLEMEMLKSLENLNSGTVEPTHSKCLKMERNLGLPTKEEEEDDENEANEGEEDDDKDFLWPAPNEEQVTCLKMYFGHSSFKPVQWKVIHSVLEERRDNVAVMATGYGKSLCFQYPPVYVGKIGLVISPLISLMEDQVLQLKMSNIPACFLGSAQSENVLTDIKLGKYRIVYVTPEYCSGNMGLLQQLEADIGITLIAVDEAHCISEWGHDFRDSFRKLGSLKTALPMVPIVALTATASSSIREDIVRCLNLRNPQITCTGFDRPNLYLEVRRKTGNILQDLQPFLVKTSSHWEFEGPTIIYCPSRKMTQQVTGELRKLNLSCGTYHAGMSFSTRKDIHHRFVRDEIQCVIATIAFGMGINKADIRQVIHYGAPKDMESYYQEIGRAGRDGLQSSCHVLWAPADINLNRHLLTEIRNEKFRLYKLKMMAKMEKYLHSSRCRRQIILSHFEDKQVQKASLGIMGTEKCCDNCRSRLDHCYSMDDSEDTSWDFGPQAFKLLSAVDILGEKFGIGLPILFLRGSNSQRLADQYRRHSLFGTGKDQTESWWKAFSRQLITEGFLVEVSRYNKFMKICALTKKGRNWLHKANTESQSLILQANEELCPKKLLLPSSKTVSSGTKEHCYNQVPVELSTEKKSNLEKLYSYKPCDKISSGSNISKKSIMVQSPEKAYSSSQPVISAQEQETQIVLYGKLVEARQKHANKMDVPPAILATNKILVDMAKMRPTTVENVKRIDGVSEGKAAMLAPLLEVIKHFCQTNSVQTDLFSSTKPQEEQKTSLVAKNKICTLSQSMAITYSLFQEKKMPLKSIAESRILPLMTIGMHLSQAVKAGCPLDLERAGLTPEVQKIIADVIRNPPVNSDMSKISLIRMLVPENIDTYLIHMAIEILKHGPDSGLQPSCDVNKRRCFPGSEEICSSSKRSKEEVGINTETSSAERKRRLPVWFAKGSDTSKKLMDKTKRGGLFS
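WRN at 20 nM final preincubated with compound 15 min at room temperature; reaction started with 100 nM fluorophore/quencher forked duplex oligonucleotide and 2 mM ATP final. Unwinding followed kinetically by red fluorescence (ex 525, em 598 nm).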
EPAC1 antagonist: antagonists of human EPAC1; O95398; EPAC1 GEF assay, Rap1b-BODIPY-GDP exchange fluorescence; Potency, µM (top dose mostly 115 µM), for inactives: at the highest dose activity change, negative = inhibition, hits mostly inhibitors; 360,000 tested, 0.14% active; AID 720709;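 further: potency means the concentration at half of the fitted maximal effect; plate controls were vehicle for no effect and positive control for full effect; nearly all actives have a fitted effect of over 50% in size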
EPAC1 agonist: EPAC1 (human) agonism; O95398; Potency, µM (series often up to 154 µM), inactives show top-dose activation, hits mostly activators; EPAC1 agonist qHTS, biochemical assay; response scale: 100% = response to 6.5 mM cAMP; AID 720707; 360,000 tested, 0.073% active; further: potency means the concentration at half of the fitted maximal effect; nearly all actives have a fitted effect of over 60% in size
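Nucleotide exchange by EPAC1 (100 nM) on Rap1B–BODIPY-GDP (250 nM) in the presence of 50 uM GDP is tracked fluorescently at 480/540 nm over 30 min. Signals are normalized to a 6.5 mM cAMP control.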
PLK1 PBD block: PLK1 (human) polo-box domain binding inhibition | AID 720504 | P53350 | 360,000 tested, 2.8% active | Potency, µM, inactives show max response, negative = inhibition, hits mostly inhibitors | Plk1 PBD binding of FITC phosphopeptide, fluorescence polarization; further: potency means the concentration at half of the fitted maximal effect; series mostly up to about 57 µM; on the % scale 0 is the no-effect control and ±100 the full control effect; nearly all actives have a fitted effect of over 65% in size
PI5P4Ka inh: inhibitors of human PI5P4K alpha. PI5P4Kalpha enzyme, ADP-Glo luminescence, 60 min; stronger effect = lower value. max response, %. 330,000 tested, 1.2% active; active means max response of -50% or lower; inconclusive means between -30% and -50%; inactive means -30% or higher; further: value at the top dose of about 77 µM; on the % scale 0 is the no-effect control and ±100 the full control effect
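ADP-Glo luminescence end-point read after a 60 min room-temperature kinase reaction of PI5P4Kalpha plus substrate, initiated with ATP at 5 microM final. Buffer: 0.038 M HEPES pH 7.4, EGTA, 0.1% CHAPS, 5% DMSO.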
The depositor's hits bear a star; u = inconclusive; x = not tested or not shown; [ ] = dose if it differs, or a comment. Unless noted, the call rests on the fitted dose curve; in most records, active means well fitted curve in the direction sought with a large enough effect; inconclusive means small, poorly fitted or top-dose-only effect, or another doubt; inactive means no such curve, though single readings can be large; an effect the other way counts as inactive or inconclusive. This is a subset; rates above refer to the full screens.

SMILES	IL2 activator	EPAC2 ag	CCT modulator	WRN inhibitor	EPAC1 antagonist	EPAC1 agonist	PLK1 PBD block	PI5P4Ka inh
COc1cccc(NC(=O)c2oc3ccccc3c2NC(=O)C(C)(C)C)c1	-2.6	-3%	1.0	-19%	-21%	17%	0%	x
CN(C)c1ncnc2c1ncn2[C@H]1CN(Cc2ccc(Cl)cc2)C[C@@H](CO)O1	-0.7	4%	1.2	5%	-17%	-16%	-3%	-4
COc1ccc(C2NC(=O)NC(C)=C2C(=O)OCC2CCCCC2)cc1OC (configuration not stated)	-0.8	-3%	0.7	-1%	3%	-4%	-1%	-3
CC1(C)CC(N2CCN(C(c3ccccc3)c3ccccc3)CC2)=CC(=[N+]2CCCCC2)C1	-1.0	6%	-2.2	-8%	-11%	-5%	u	u
O=C(Nc1ccccc1)c1nnn(Cc2ccccc2)c1NC(=O)C(F)(F)F	-3.7	2%	-1.1	-11%	1%	4%	-19%	4
Cc1cc(SCn2nnc3ccccc3c2=O)nc2ccccc12	-0.4	-2%	-0.7	3%	-8%	17%	-12%	16
Cc1cc(C)n(-c2ccc(NC(=O)C3CCCCN3C(=O)c3sccc3C)cc2)n1 (configuration not stated)	0.1	8%	0.0	-23%	-13%	-6%	-16%	-5
Cc1ccc(CNC(=O)COC(=O)c2ccc(S(=O)(=O)N(C)C)cc2)cc1	-0.3	6%	-0.2	-1%	3%	3%	0%	-5
COc1ccc(N(CC(=O)N2CCN(Cc3ccccc3)CC2)S(C)(=O)=O)cc1	-1.2	4%	2.1	-5%	7%	20%	-4%	-3
COc1ccccc1C(=O)COC(=O)C1CCN(S(=O)(=O)c2ccc(C)c(C)c2)CC1	4.6	-1%	-0.1	-12%	5%	11%	8%	11
Clc1ccc(-c2nnc(-c3ccccc3)o2)cn1	-3.7	4%	1.5	0%	6%	-1%	-4%	1
O=C(CNS(=O)(=O)c1ccccc1)N1CCN(C(=O)c2ccco2)CC1	-3.0	13%	-2.2	-3%	-4%	1%	-7%	8
CC1CCCCN1C(=O)CSc1nnc(-c2cccnc2)o1 (configuration not stated)	-0.3	8%	-0.8	10%	-14%	8%	-14%	-3
Cc1cccc(C2=N/C(=C\c3cccnc3)C(=O)O2)c1	-1.7	5%	-0.8	0%	15%	4%	-6%	5
Cc1ccc(/C=N/NC(=O)c2cccc(S(=O)(=O)Nc3ccccc3Cl)c2)o1	-2.6	6%	1.2	-30%	7%	10%	-5%	-19
Cc1c(N=C2NN=C(c3ccc(Cl)cc3)CS2)c(=O)n(-c2ccccc2)n1C	-0.1	-7%	-1.6	-12%	-6%	-2%	u	u
CC1(CC(=O)N/N=C/c2ccc(-c3cccc(C(F)(F)F)c3)o2)OCCO1	-0.6	-10%	-0.3	-31%[57.1 µM]	15%	-18%	5%	12
COc1ccc(C(=O)NCC(=O)OCC(=O)N2CC(C)OC(C)C2)cc1OC (configuration not stated)	1.2	0%	-0.7	-3%	-9%	-5%	-2%	-7
Cc1ccc(CN2CCNC(=O)C2CC(=O)N(C)C2CCCCC2)cc1 (configuration not stated)	-1.5	-1%	0.3	-7%	-12%	-12%	-18%	7
CCCn1c(C2CCCN2c2nc(-c3ccc(OC)cc3)cs2)nc2ccccc21 (configuration not stated)	-0.7	11%	-0.3	-3%	-10%	12%	-19%	1
O=C(COC(=O)/C=C/c1ccc(Cl)cc1)Nc1ccccc1-c1ccccc1	-0.2	-6%	1.7	-7%[57.1 µM]	2%	10%	1%	0
O=[N+]([O-])c1cccc(NC(=S)N2CCCC2)c1	-2.6	3%	-0.2	4%	-4%	-6%	1%	3
CCCN(CCC)Cc1c(C(=O)N/N=C/c2ccncc2)nnn1-c1nonc1N	-0.6	-6%	-11	0%	-2%	-5%	-1%	-6
Cc1ccc(S(=O)(=O)N2CCOCC2)cc1C(=O)Nc1ccccn1	-0.9	-7%	1.7	-7%	-5%	-4%	0%	-2
Cc1ccc(NC(=S)Nc2cccc3ccccc23)cc1F	-5.6	8%	-4.1	-4%	-4%	-1%	-12%	-5

Reprinted at random: five compounds from above, in no set order.
SMILES	IL2 activator	EPAC2 ag	CCT modulator	WRN inhibitor	EPAC1 antagonist	EPAC1 agonist	PLK1 PBD block	PI5P4Ka inh
CC1(C)CC(N2CCN(C(c3ccccc3)c3ccccc3)CC2)=CC(=[N+]2CCCCC2)C1	-1.0	6%	-2.2	-8%	-11%	-5%	u	u
O=C(CNS(=O)(=O)c1ccccc1)N1CCN(C(=O)c2ccco2)CC1	-3.0	13%	-2.2	-3%	-4%	1%	-7%	8
Cc1ccc(CN2CCNC(=O)C2CC(=O)N(C)C2CCCCC2)cc1 (configuration not stated)	-1.5	-1%	0.3	-7%	-12%	-12%	-18%	7
COc1ccc(C(=O)NCC(=O)OCC(=O)N2CC(C)OC(C)C2)cc1OC (configuration not stated)	1.2	0%	-0.7	-3%	-9%	-5%	-2%	-7
CCCn1c(C2CCCN2c2nc(-c3ccc(OC)cc3)cs2)nc2ccccc21 (configuration not stated)	-0.7	11%	-0.3	-3%	-10%	12%	-19%	1

The list continues.
SMILES	IL2 activator	EPAC2 ag	CCT modulator	WRN inhibitor	EPAC1 antagonist	EPAC1 agonist	PLK1 PBD block	PI5P4Ka inh
CCN(CC)S(=O)(=O)c1cccc(NC(=O)COC(=O)CCC(=O)c2cccs2)c1	0.0	0%	-3.6	0%	9%	1%	3%	-1
O=[N+]([O-])c1cccc(CSc2nnc3ccccn23)c1	-0.2	13%	-2.4	8%	3%	1%	-14%	-3
CCOc1ccc(N(Cc2cc3cc(OC)ccc3[nH]c2=O)S(C)(=O)=O)cc1	-1.6	-15%	-1.9	-3%	2%	-1%	-1%	x
Cc1ccc(NC(=O)C(OC(=O)c2ccc(NC(N)=O)cc2)c2ccccc2)cc1Cl (configuration not stated)	-0.1	-5%	-4.2	-24%	-10%	18%	4%	-26
CN(Cc1ccc(Cl)s1)C(=O)CCl	0.1	14%	-1.5	-13%	-7%	-2%	-17%	2
Cc1cc(C)nc(NS(=O)(=O)c2ccc(NC(=O)CN3C(=O)C4CC=CCC4C3=O)cc2)n1 (configuration not stated)	-2.6	0%	2.1	1%	-7%	2%	-24%	0
COc1cc(NC(=O)c2ccccc2[N+](=O)[O-])ccc1NC(=O)c1cc2ccccc2o1	-0.6	9%	2.0	-13%	-22%	-4%	-3%	8
Cc1ccc(S(=O)(=O)N2[C@@H](c3cccc(Cl)c3)C(C(=O)O)=CC[C@H]2c2ccc(Cl)cc2)cc1	0.3	-7%	-2.5	6%	-10%	5%	27µM*	-3
CC1CCCCN1CC(=O)c1c[nH]c2ccccc12 (configuration not stated)	-1.1	4%	0.8	-5%	0%	-11%	1%	3
O=C(Nc1cccc(C(F)(F)F)c1)C(Sc1cccc[n+]1[O-])c1ccccc1 (configuration not stated)	-5.3	5%	-4.0	-28%	5%	11%	-8%	2
N/C(CN1CCCC1=O)=N\OC(=O)c1ccccc1Cl	-1.3	-2%	-0.7	9%	9%	4%	-5%	1
Cc1nc2ccccn2c1C(=O)N/N=C/c1ccc([N+](=O)[O-])o1	-1.1	3%	-0.5	u	-13%	2%	-28%	-56*
CC1(Cc2cccc(F)c2)C(=O)Nc2ccc(-c3cccnc3)cc21 (configuration not stated)	-0.6	5%	0.1	4%	-8%	-18%	-1%	1
c1ccc(-c2cc(NCCN3CCCCC3)c3ccccc3n2)cc1	0.3	8%	-13	-14%[11.6 µM]	3%	9%	-13%	0
Cc1cc(=O)oc2cc(OCC(=O)NCCCn3ccnc3)ccc12	1.0	16%	-4.5	3%	-29%	-2%	-10%	-1
C[C@@]12CCC=C[C@H]1[C@H](c1ccc3ccccc3c1/C=C/c1ccccc1)N(Cc1ccccc1)C2=O	-0.2	10%	-1.3	2%	-16%	-15%	-22%	-3
O=S(=O)(c1cccs1)n1cnc2ccccc21	-0.6	-27%[15.6 µM]	-1.8	5%	8%	-5%	4%	-8
CCOC(=O)C1=C(O)C(=O)N(c2ccccc2)C1c1cccc([N+](=O)[O-])c1 (configuration not stated)	1.5	12%	-0.6	2%	-9%	-2%	-5%	-5
COc1ccc(-c2ncccc2O)cc1	0.0	6%	0.2	2%	-9%	-15%	-4%	-2
O=C(c1ccccc1Cl)N1CCN(C(=O)C2CCCO2)CC1 (configuration not stated)	-3.3	7%	-2.8	8%	-11%	5%	-5%	-5
CCC(=O)CCC(=O)c1ccc2ccccc2c1	1.1	3%	0.3	-23%[57.1 µM]	18%	8%	-1%	-5
CC(CCc1ccc(O)cc1)NCc1ccc(Br)cc1 (configuration not stated)	-0.7	-3%	0.4	-3%	-20%	-8%	-1%	3
Cc1cc(C)nc(Sc2nc(Nc3ccccc3)nc(Sc3nc(C)cc(C)n3)n2)n1	-0.4	1%	-1.5	3%	-3%	-10%	u	1
S=C(Nc1ccccc1Cl)N(CCCN1CCOCC1)Cc1ccccn1	0.5	5%	-1.7	2%	-9%	9%	-7%	-3
O=C(/C=C/c1cnc2ccccc2n1)NC12CC3CC(CC(C3)C1)C2	0.5	1%	0.3	-14%	-12%	-1%	-2%	0
CSc1nc(N)nc2c1ncn2CC(=O)NCc1ccccc1	-0.9	2%	-0.4	-1%	-2%	11%	-4%	0
CC(=O)c1c(C)[nH]c(C(=O)OCC(=O)Nc2ccc(Cl)cc2[N+](=O)[O-])c1C	-0.5	-4%	-1.2	-19%[57.1 µM]	28%	-15%	8%	3
Cc1ccc(S(=O)(=O)N2CCN(S(=O)(=O)c3ccc4c(c3)OCCO4)CC2)cc1	-0.3	7%	0.9	-4%	6%	-3%	-10%	-8

Whole records, looked up by structure. Screens in order: IL2 activator, EPAC2 ag, CCT modulator, WRN inhibitor, EPAC1 antagonist, EPAC1 agonist, PLK1 PBD block, PI5P4Ka inh
O=C(c1ccccc1Cl)N1CCN(C(=O)C2CCCO2)CC1 (configuration not stated) as listed: -3.3, 7%, -2.8, 8%, -11%, 5%, -5%, -5
CCOc1ccc(N(Cc2cc3cc(OC)ccc3[nH]c2=O)S(C)(=O)=O)cc1 as listed: -1.6, -15%, -1.9, -3%, 2%, -1%, -1%, x
O=[N+]([O-])c1cccc(CSc2nnc3ccccn23)c1 as listed: -0.2, 13%, -2.4, 8%, 3%, 1%, -14%, -3
